KLK5 inh: kallikrein 5 (human) inhibition; Q9Y337; 0.59% of 210,000 active; inhibition, % at 5 µM; recombinant hK5, fluorogenic AMC substrate cleavage; AID 873;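 active means inhibition of 40% or more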;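 further: 0% = enzyme controls without compound and 100% = no-enzyme blanks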
Thrombin inh: thrombin (human) inhibition; 0.26% of 220,000 active; alpha-thrombin, Boc-VPR-AMC fluorogenic substrate cleavage; inhibition, % at 5 µM; P00734;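 active means inhibition at or above 40%; inactive means inhibition below 40%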;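 further: 0% = enzyme with no compound and 100% = wells without enzyme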
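System – human alpha-thrombin · Medium – pH 7.5 Tris (50 mM) with NaCl 150 mM, Tween 20 0.05% · Compound – single-point dosing at 5 µM, 0.2% DMSO · Incubation – enzyme reaction carried out at room temperature · Technique – fluorescence of released AMC, ex 355 nm, em 460 nm · Read-out basis – % inhibition of thrombin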
Furin inhibitor: blocks human furin protease activity | P09958 | purified furin, fluorogenic substrate cleavage | inhibition, % at 30 µM | 0.061% of 220,000 active | AID 463115; in the data active means inhibition above about 25%; further: inactives centre near -15
eIF4E-4G inh: blocks eIF4E binding to eIF4G. P63073+Q04637. TR-FRET eIF4E-eIF4GI(517-606) binding, 2 h. inhibition, % at 21.7 µM. 0.37% of 220,000 active;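 further: 0% = full FRET control wells and 100% = background wells lacking eIF4GI fragment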
Cl transport mod: modulates chloride dependent transport by human KCC2. Q9H2X9. KCC2 cells, thallium flux FluoZin-2 fluorescence. B-score of Tl+ flux slope (higher = more flux/activation; lower = inhibition) at 10 µM. 2.2% of 190,000 active;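 active means thallium flux slope and its plate-corrected score both differing from the plate sample mean at a set confidence after two filtering rounds, in either direction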;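 further: slope of fluorescence scaled to starting intensity during 10 to 20 s after thallium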
EBV gp42 block: blocks Epstein-Barr virus glycoprotein 42 binding; Q1HVG2; Fluorescence polarization binding assay, mP read-out; inhibition, % (tested at 21.74 µM); 0.42% of 220,000 active; AID 1085; in the data active means inhibition above about 50%
14-3-3 Bad PPI: disrupts binding of bovine 14-3-3 zeta to phospho-Bad peptide | TR-FRET 14-3-3zeta/Dy647-pBad peptide displacement, 1 h | inhibition, % at 21.7 µM | 0.71% of 220,000 active | AID 781;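 active means inhibition above about 70%, limit read from the data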;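 further: 0% = full 14-3-3 plus peptide FRET controls and 100% = background without 14-3-3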
Rad51 HR inh: Rad51 (human) homologous recombination inhibition | hRad51 DNA strand exchange, fluorescence dequenching | Q06609 | 0.085% of 200,000 active | inhibition, % at 10 µM;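 active means inhibition above 40% at the single screening dose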;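 further: 0% = DMSO control wells and 100% = blanks with heterologous ssDNA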
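Material: hRad51 filaments on single-stranded DNA; Reagent: Donor/quencher-labelled 47-bp dsDNA substrate; Compound: 10 µM final, single point; Schedule: 37 °C 15-min filament assembly, 30-min compound preincubation, 15-min exchange; Technique: FRET fluorescence, excitation 485 nm, emission 520 nm; Benchmarks: control wells and blank wells on each plate.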
NCF1 inh: inhibitors of human p47phox binding | P14598 | p47phox/p22phox peptide binding, fluorescence polarization, 2 h | inhibition, % at 24.7 µM | 0.53% of 220,000 active | AID 1274;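 further: 0% = p47phox with labelled peptide and 100% = labelled peptide alone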
* hit, by the source's call; · = not tested or not shown; [ ] = remark or other dose.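 How the source made its calls, unless noted: active means inhibition above about 30% (limit read from the data); inactive means the rest.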

#	SMILES	KLK5 inh	Thrombin inh	Furin inhibitor	eIF4E-4G inh	Cl transport mod
1	O=C(O)/C=C\C(=O)Nc1ccc(N2CCN(c3ccc(F)cc3)CC2)cc1	0	-13	-21	14	0.73
2	O=C(CSc1nc(O)cc(=O)n1-c1ccccc1)Nc1ccccn1	6	5	-20	0	-0.26
3	CCCCCCc1ccc(-c2ncc(N)cn2)cc1	8	-6	-26[20 µM]	-8	-0.55
4	[O-][n+]1onc2c3cc(-c4ccccc4)nnc3ccc21	-4	1	-9[20 µM]	-2	-1.1
5	COc1cc(/C=C/C(=O)OCC(=O)Nc2ccc(NC(C)=O)cc2)cc(S(=O)(=O)N2CCc3ccccc32)c1OC	-5	-2	-22	0	-0.16
6	Cc1ccc(-c2nc3nc4ccccc4nc3n2Cc2ccco2)cc1	-12	3	-3	6[fluorescence artefact?]	-0.17
7	COc1nc(/C(N)=N/O)nc(N2CCCCC2)n1	-10	3	-28	1	·
8	COc1ccc(S(=O)(=O)NCCCN2CCOCC2)c2ccccc12	-33	-5	10[20 µM]	4	0.62

#	EBV gp42 block	14-3-3 Bad PPI	Rad51 HR inh	NCF1 inh
1	0	-18	5	1
2	-21	-5	-28	-28
3	-14	-18[fluorescence artefact?]	3	-10
4	-19	3	0	3
5	-4	-6	9	-41
6	-8	-4	-5	-16
7	-27	5[fluorescence artefact?]	-2	-4
8	-8	7	1	0

Next section:
#	SMILES	KLK5 inh	Thrombin inh	Furin inhibitor	eIF4E-4G inh	Cl transport mod
9	CCOC(=O)C1C(=O)CC(C)(O)C(C(=O)OCC)C1c1ccccc1 (centres undefined)	-12	3	-19[20 µM]	5	0.58
10	Cn1cccc1-c1cc(C(=O)N2CCc3c([nH]c4ccccc34)C2c2ccccn2)[nH]n1 (centres undefined)	8	-8	-6	73*	-2.5
11	COc1cc(C(CCN2CCOCC2)c2c(OC)cc(OC)c3c2OC(=O)CC3c2ccc(N(C)C)cc2)cc(OC)c1OC (centres undefined)	3	1	-30	-2	-0.41
12	Cc1nc(CCNS(=O)(=O)c2cccnc2)cs1	1	3	-4	4	0.2
13	CSc1nc2ccccc2n1CC(=O)Nc1c(C)cccc1C	-3	4	-11[20 µM]	2[fluorescence artefact?]	0.27
14	O=c1c(-c2nc3ccccc3s2)cccn1Cc1ccc(Cl)cc1	-338	-20	-37[20 µM]	-70[fluorescence artefact?]	·
15	OC(COC(c1ccc(Cl)cc1)c1ccc(Cl)cc1)CN1CCCC1 (centres undefined)	27	1	-16[20 µM]	8[fluorescence artefact?]	0.14
16	Nc1nnc(Cc2ccccc2F)s1	37	-2	-3	0	1.4

#	EBV gp42 block	14-3-3 Bad PPI	Rad51 HR inh	NCF1 inh
9	-8	4[fluorescence artefact?]	7	5
10	3	-7	-8	-19
11	-25	-4	9	5
12	-13	-1	-5	-6
13	-1	-7[fluorescence artefact?]	2	14
14	1	52[fluorescence artefact?]	0	-6
15	5	2	0	-12
16	4	20	-34	0

More records
#	SMILES	KLK5 inh	Thrombin inh	Furin inhibitor	eIF4E-4G inh	Cl transport mod
17	CC(C)CNc1nc(SCC(=O)Nc2ccccc2)nc(N2CCOCC2)n1	-5	-10	-20	2	-0.0082
18	Cc1ccccc1COC(=O)c1nn(-c2ccccc2)nc1N	-21	-2	-42	4	-0.037
19	COc1ccccc1NS(=O)(=O)c1cc(NC(=O)c2sc3cc(Cl)ccc3c2Cl)ccc1C	5	0	-9	0	0.57
20	O=C(COc1ccc2ccccc2c1)NNC(=O)Cc1cccc2ccccc12	3	5	-18[20 µM]	·	·
21	CC1=NN(/C(=N\c2nnc(C)s2)Nc2ccc(C(C)(C)C)cc2)[C@H](c2ccc(C)cc2)S1	-10	-3	-13[20 µM]	-2	-0.36
22	CCOC(=O)c1sc2nc(C)cc(C)c2c1N	-47	-5	-12	2	0.53
23	CCC(C(=O)NC1CCCC1)N(Cc1ccc2c(c1)OCO2)C(=O)c1snc(C(N)=O)c1N (centres undefined)	-28	-2	-21	-10	-0.22
24	CCN1CCCc2cc(CN(CCN3CCOCC3)C(=S)Nc3ccc(OC)c(Cl)c3)ccc21	-1	-3	-27	0	0.46

#	EBV gp42 block	14-3-3 Bad PPI	Rad51 HR inh	NCF1 inh
17	-9	-2	6	-5
18	6	24	-9	4
19	-13	-8	10	-21
20	-2	·	-1	1
21	-6	-6	1	-3
22	-14	-16	-4	-11
23	-10	2	3	0
24	-14	-3	-1	-23

(continued)
#	SMILES	KLK5 inh	Thrombin inh	Furin inhibitor	eIF4E-4G inh	Cl transport mod
25	Cn1ncc(Br)c1C(=O)N/N=C/c1ccc(OS(=O)(=O)c2ccccc2)cc1	-1	2	-19[20 µM]	0[fluorescence artefact?]	-1
26	N#C/C(=C\c1ccccc1OCc1ccc(C(=O)O)cc1)C(=O)Nc1ccc(O)cc1	2	0	-18	-2	0.94
27	CC(Sc1cccc[n+]1[O-])C(=O)Nc1cccc(S(=O)(=O)N2CCOCC2)c1 (centres undefined)	-9	-10	-5	-1[fluorescence artefact?]	-0.031
28	Cc1ccc(C(C(=O)NC2CCCCC2)N(C(=O)CCCC(=O)Nc2ccccn2)c2ccc3c(c2)OCCO3)cc1 (centres undefined)	-2	-6	-9	1	-0.41
29	CCCCN(C(=O)c1ccc(Cl)c(S(=O)(=O)N2CCOCC2)c1)c1c(N)n(CCC)c(=O)[nH]c1=O	0	-1	-6	-7	0.82
30	O=C(CNc1ccccc1-c1ccccc1)NCc1ccccc1	-9	-3	-19	23	·
31	COC(=O)N/N=C/c1cn(CCCOc2ccccc2)c2ccccc12	-19	-2	-10	1	0.076
32	CC1CCN(c2c(NCc3ccc(C(=O)N4c5ccccc5CC4C)cc3)c(=O)c2=O)CC1 (centres undefined)	-8	0	-9	1	-0.46

#	EBV gp42 block	14-3-3 Bad PPI	Rad51 HR inh	NCF1 inh
25	-1	0	1	2
26	-32	-4	0	-17
27	-13	-2	-8	0
28	13	-13[fluorescence artefact?]	·	-3
29	-5	-3	29	12
30	0	-2	11	-9
31	-10	-9	2	-17
32	-30	16	-3	-10

Further structures.
#	SMILES	KLK5 inh	Thrombin inh	Furin inhibitor	eIF4E-4G inh	Cl transport mod
33	Cc1ccc(-n2ncc(C(=O)Nc3ccc(Cl)cc3)c2C2CCNCC2)cc1C	1	-8	-28	0	0.012
34	COC(=O)c1sc2nc(CSc3nc4ccc(C)cc4[nH]3)[nH]c(=O)c2c1C	-62	-7	-5[20 µM]	-21	0.088
35	Cc1ccc(C(=O)O/N=C\c2ccc(N3CCOCC3)c([N+](=O)[O-])c2)cc1	-5	-5	1[20 µM]	-8	0.068
36	Cc1cccc2nc(CSc3nc4cc([N+](=O)[O-])ccc4s3)cn12	-7	2	-18	1	0.49
37	CCS(=O)(=O)Nc1ccc(-c2nc3cccnc3s2)cc1	-19	-9	-82	3	1
38	COc1ccc(N(CC(=O)N/N=C/c2cc(Br)c(C)o2)S(=O)(=O)c2ccc(NC(C)=O)cc2)cc1	-2	-17	-26	2	0.063
39	CCOC(=O)C1CCCN(S(=O)(=O)c2ccc(S(=O)(=O)N(CC)CC)cc2)C1 (centres undefined)	16	5	1	0	0.41
40	CC(C)n1cnc2cc(NCc3ccco3)ccc21	-16	-2	-10[20 µM]	-2[fluorescence artefact?]	1.1

#	EBV gp42 block	14-3-3 Bad PPI	Rad51 HR inh	NCF1 inh
33	-23	-6	7	3
34	-58	18[fluorescence artefact?]	-25	-41
35	-9	-5	·	-12
36	14	2	23	-11
37	-7	16	-3	-8
38	-1	-2	9	-13
39	5	7	-4	-3
40	-7	70*	1	10

(cont.)
#	SMILES	KLK5 inh	Thrombin inh	Furin inhibitor	eIF4E-4G inh	Cl transport mod
41	O=C1CCCCCCC1Sc1ccccc1[N+](=O)[O-] (centres undefined)	-19	5	-9[20 µM]	-5	-1.1
42	CN(C)c1ccc(/C=N/N=C(N)N)cc1[N+](=O)[O-]	-1	-10	-1	-3	·
43	CCOC(=O)Nc1ccc(C)cc1NC(=O)OCC	-16	-1	-27[20 µM]	8	1.5
44	COc1ccccc1C1(CC(=O)O)CCOC(C)(C)C1 (centres undefined)	-17	2	-22[20 µM]	-1[fluorescence artefact?]	0.16
45	COc1cc(OC)cc(C(=O)N2CCN(c3ccccc3F)CC2)c1	-13	-9	-8	0	0.64

#	EBV gp42 block	14-3-3 Bad PPI	Rad51 HR inh	NCF1 inh
41	-33	2	5	-5
42	4	0	-4	10
43	-8	9[fluorescence artefact?]	·	-13
44	-10	-1	0	-7
45	10	3	·	-2

Rewritten in transposed form: ten of the compounds above.
33. Cc1ccc(-n2ncc(C(=O)Nc3ccc(Cl)cc3)c2C2CCNCC2)cc1C
34. COC(=O)c1sc2nc(CSc3nc4ccc(C)cc4[nH]3)[nH]c(=O)c2c1C
35. Cc1ccc(C(=O)O/N=C\c2ccc(N3CCOCC3)c([N+](=O)[O-])c2)cc1
36. Cc1cccc2nc(CSc3nc4cc([N+](=O)[O-])ccc4s3)cn12
37. CCS(=O)(=O)Nc1ccc(-c2nc3cccnc3s2)cc1
38. COc1ccc(N(CC(=O)N/N=C/c2cc(Br)c(C)o2)S(=O)(=O)c2ccc(NC(C)=O)cc2)cc1
39. CCOC(=O)C1CCCN(S(=O)(=O)c2ccc(S(=O)(=O)N(CC)CC)cc2)C1 (centres undefined)
40. CC(C)n1cnc2cc(NCc3ccco3)ccc21
assay / compound	33	34	35	36	37	38	39	40
KLK5 inh	1	-62	-5	-7	-19	-2	16	-16
Thrombin inh	-8	-7	-5	2	-9	-17	5	-2
Furin inhibitor	-28	-5[20 µM]	1[20 µM]	-18	-82	-26	1	-10[20 µM]
eIF4E-4G inh	0	-21	-8	1	3	2	0	-2[fluorescence artefact?]
Cl transport mod	0.012	0.088	0.068	0.49	1	0.063	0.41	1.1
EBV gp42 block	-23	-58	-9	14	-7	-1	5	-7
14-3-3 Bad PPI	-6	18[fluorescence artefact?]	-5	2	16	-2	7	70*
Rad51 HR inh	7	-25	·	23	-3	9	-4	1
NCF1 inh	3	-41	-12	-11	-8	-13	-3	10

41. O=C1CCCCCCC1Sc1ccccc1[N+](=O)[O-] (centres undefined)
42. CN(C)c1ccc(/C=N/N=C(N)N)cc1[N+](=O)[O-]
assay / compound	41	42
KLK5 inh	-19	-1
Thrombin inh	5	-10
Furin inhibitor	-9[20 µM]	-1
eIF4E-4G inh	-5	-3
Cl transport mod	-1.1	·
EBV gp42 block	-33	4
14-3-3 Bad PPI	2	0
Rad51 HR inh	5	-4
NCF1 inh	-5	10

Source: PubChem (several laboratories)
